Bioassay records from PubChem BioAssay.
FN deposition inh = inhibitors of fibronectin matrix deposition, primary screen, AH1F cells, Alexa488-fibronectin fluorescence, plate reader; AH1F fibroblasts, overnight; inhibition, % at 12.6 µM; actives 0.086% (n = 350,000);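 active = mean inhibition across replicates of 30% or more, regardless of how many single replicates reach that level; inconclusive = mean under 30% yet at least half of replicates reach 30%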;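 also: positive control wells lacked labelled fibronectin entirely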
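Assay system: AH1F fibroblast monolayer, labelled fibronectin deposition. Amount: 10000 cells per well. Also added: labelled fibronectin 24 nM. Compound: single-point pinned compound. Incubation: cell attachment 1 h, compound and FN exposure overnight. Detection: fluorescence after three HBSS washes, excitation 485 nm, emission 525 nm. Read-out: inhibition of fibronectin deposition signal.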
PglD inh = C. jejuni PglD acetyltransferase inhibitors, primary screen, biochemical, DTNB colorimetric, single point; AID 602405, 2012; purified PglD enzyme, DTNB colorimetric CoA detection; UDP-N-acetylbacillosamine N-acetyltransferase PglD (Campylobacter jejuni); actives 0.098% (n = 360,000); inhibition, % at 12.5 µM; in the data active = inhibition above about 16%, passing the limit was not always enough; inconclusive = no clear call, values can overlap the other calls; also: strong numbers were not always called active
F508del corr = F508del CFTR correction, initial screen, CFBE line, single point. CFBE cells, YFP halide quenching; stimulated with forskolin plus potentiator P3; % fluorescence drop versus neutral controls. activity (quench increase), % at 7.58 µM. actives 0.36% (n = 350,000). AID 720511, 2013;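 active = mean added fluorescence quench of at least 8% versus neutral control, with both replicates also reaching 8%; inconclusive = only one of the mean or replicate conditions met; inactive = mean below 8% and not both replicates reaching 8%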;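 also: cells transiently co-express mutant CFTR-F508del with the halide-sensitive YFP; corrector assay measuring rescue of mutant channel to the surface after 24 h compound exposure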
PGC1a acetyl inh = inhibitors of PGC1a acetylation signal, primary screen, cell-based, U2OS, AlphaScreen, inhibitor mode. inhibition, % at 15.6 µM. actives 0.17% (n = 350,000). AlphaScreen anti-acetyl-lysine; with virally co-expressed GCN5 acetyltransferase. AID 651687, 2012;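 active = every replicate shows inhibition of at least 40%; inconclusive = mean inhibition at least 40% but some replicate below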;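 also: 0% = neutral control wells and 100% = positive control wells; some results beyond the cut were filed as inactive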
miR122 inh = miR-122 Renilla sensor signal increase in Huh7, primary screen, miR-122 inhibitor project, cell-based, single point, plate reader | activation (reporter increase), % at 12.5 µM | actives 0.3% (n = 340,000) | Huh7 miR-122 Renilla luciferase sensor, 48 h; neutral wells = 0, positive control = 100;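 active = mean replicate activation score at least 90 and every replicate individually at or above 90; inconclusive = only one of the two criteria met; inactive = neither criterion met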;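 also: higher luciferase means less miR-122 activity so hits act as miR-122 inhibitors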
INS-1E GSIS act = GLuc luminescence reporter in INS-1E cells, primary screen for activators of glucose-dependent secretion of insulin; INS-1E GLuc reporter insulin secretion, 2-3 h; activation, % at 16.6 µM; actives 0.61% (n = 370,000); AID 743287, 2014;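 active = lowest replicate activation of at least 40%, so every replicate reaches that level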;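 also: 0% = median of neutral control wells and 100% = median of IBMX positive control wells; some compounds called inactive have numbers as strong as hits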
Statin myotox sup = suppressors of statin myotoxicity in C2C12 myotubes, primary screen, cell-based, single point, plate reader; rescue of ATP level, % at 7.49 µM; AID 602340, 2012; actives 0.78% (n = 330,000); C2C12 myotubes + simvastatin, ATP luminescence, 48 h; scaled: DMSO 0, geranylgeraniol control 100;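 active = mean ATP rescue above about 67%, or every replicate alone reaching that limit, limit read from the data, passing the limit was not always enough; inconclusive = no clear call, values can overlap the other calls; inactive = mean under the limit and some replicate under it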;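 also: myotubes were challenged with 10 µM simvastatin during compound exposure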
Cneo AK release = Cryptococcus neoformans cell lysis inducers, primary screen, AK release luminescence, single concentration; C. neoformans lysis, adenylate kinase release luminescence, 4 h; normalised: neutral wells 0, clomiphene wells 100; lysis activity, % at 15 µM; AID 651654, 2012; actives 0.2% (n = 360,000);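 active = mean lysis activity across replicates of at least 80%, whatever share of replicates individually reach that level; inactive = mean lysis activity below 80%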
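Test system: log-phase Cryptococcus neoformans yeast cells; Quantity: yeast cell density of 5 × 10^6 cells/mL; Buffer or medium: YPD; Doses: single compound concentration per well; Timing: 4 h at 37 °C static, read 1 h later; Measured by: AK luminescence; Read-out basis: lysis from increased AK signal; Control set: Clomiphene as positive control.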
The depositor's hits bear a star; ? = inconclusive; / = not tested or not shown; [ ] = another dose, or the depositor's remark.

Under each structure – FN deposition inh	PglD inh	F508del corr	PGC1a acetyl inh	miR122 inh	INS-1E GSIS act	Statin myotox sup	Cneo AK release
> Cc1ccccc1OCC(=O)OCC(=O)NCC1CCCCC1
→ -1	-1	-2.4	-8	0	13	4	-1
> COc1ccc(OC)c(C2C(C(=O)c3sc(C)nc3C)=C(O)C(=O)N2CCN2CCOCC2)c1 (stereo not drawn)
→ /	1	/	10	-1	/	-13	3
> CC1CCCCC1NC(=O)c1c(O)nc2ccccn2c1=O (stereo not drawn)
→ 2	4	2.0	/	/	3	-7	0
> Cc1cc(C)c2nc(N3CCC(C(=O)N4CCN(c5ncccn5)CC4)CC3)sc2c1
→ /	7	/	/	1	/	4	1
> COc1ccc(NC(=O)Nc2cccc3cccnc23)cc1
→ /	-1	/	0	3	/	-14	-9
> CC(C)c1ccc(NC(=O)c2cc(-c3cc(F)ccc3OCC3CCCO3)n[nH]2)cc1 (stereo not drawn)
→ -4	5	-0.1	-17	-3	-10	-54	9
> Cc1nnc(SCc2c(Cl)cccc2Cl)s1
→ /	-7	/	10	-1	/	/	0
> Cc1ccc2oc(-c3ccccc3C(=O)O)cc(=O)c2c1
→ /	2	/	0	2	-2	-1	3
> COc1cccc(NC(=O)CN(C)C(=O)COc2ccccc2Cc2ccccc2)c1
→ -5	2	1.1	-4	7	-45	9	0
> COc1ccccc1OCc1nnc(SCC(N)=O)n1-c1ccccc1
→ 1	-5	-0.5	/	-6	-7	3	0
> Cc1nn(Cc2noc(C(=O)NC3CCC(C)CC3)n2)c(C)c1Br (stereo not drawn)
→ 10	-2	0.5	29	1	-31	-12	0
> COc1ccc(Cl)cc1-c1nc(-c2ccncc2)no1
→ /	2	/	7	-2	/	10	2
> Cc1noc(C)c1S(=O)(=O)N(C)C[C@@H]1Oc2ccc(NS(=O)(=O)c3ccc(Cl)cc3)cc2CC(=O)N([C@@H](C)CO)C[C@@H]1C
→ /	-2	1.6	2	4[16.7 µM]	0	-12	-5
> O=C(COC(=O)c1nc(Cl)ccc1Cl)Nc1ncc(Cl)cc1Cl
→ -9	9	0.9	/	/	-2	-8	2
> Cc1ccc(-c2nc(S(=O)(=O)c3ccc(C)cc3)c(N(C)C)o2)cc1
→ 1	0	3.4	/	-2	-1	2	1
> CN(C)C(CNC(=O)CNC(=O)Cc1cccc2ccccc12)c1ccccc1 (stereo not drawn)
→ 5	-1	1.9	/	/	-3	5	1
> CC=Cc1ccc2n(c1=O)C[C@@H]1[C@@H](CO)[C@H](C(=O)N3CCCCC3)N(CC3CC3)[C@H]21 (mixture of isomers)
→ /	4	-0.9	/	1[16.7 µM]	-3	-4	2
> C[C@H]1CN([C@@H](C)CO)C(=O)CCCn2nncc2CO[C@H]1CN(C)Cc1cccc(C(=O)O)c1
→ 4	5	0.8	3	-2[16.7 µM]	-9	-5	0
> CCOc1cc2[nH]c(=O)n(CCC(=O)NCCc3ccc(OC)c(OC)c3)c(=O)c2cc1OCC
→ -4	3	/	-11	3	/	/	-2
> O=C(CCCn1c(=S)[nH]c2cc3c(cc2c1=O)OCO3)NCCc1ccc(Cl)cc1
→ -3	-3	-0.1	-7	-5	/	11	0
> COc1cc(C(=O)NC2CCCc3ccccc32)ccc1OCC(=O)Nc1ccc(F)cc1 (stereo not drawn)
→ -14	/	2.9	5	/	-7	/	/
> CC(C)NC(=O)C(=O)Nc1cc2c3c(c1)CCC(=O)N3CCC2
→ 5	1	3.8	-18	-5	2	-1	0
> O=C(NCCN1CCNC1=O)c1ccc2sc([C@@H]3O[C@H](CO)[C@H](O)[C@H](O)[C@H]3O)nc2c1
→ 2	1	0.8	-10	-5	/	-14	1
> N#Cc1ccc(COC(=O)C2CCC(=O)N2)cc1 (stereo not drawn)
→ 0	4	/	-2	-1	/	/	0
> COc1ccc(-n2c(SCc3ccccn3)nc3c(c2=O)SCC3)cc1OC
→ 3	-4	-2.3	-2	-10	1	11	1
> CNC(=O)C[C@H]1CC[C@H]2[C@@H](COc3ccc(NC(=O)Nc4ccccc4F)cc3C(=O)N2C)O1
→ -9	-2	4.3	0	2[16.7 µM]	-1	9	-4
> NC(=O)c1ccsc1NC(=O)COC(=O)COc1ccccc1[N+](=O)[O-]
→ /	-4	-5.0	-4	5	-17	28	-2
> CSc1nnc(C(C)(C)C)c(=O)n1/N=C/c1ccccc1O
→ 9	/	-3.2	5	/	20	/	/
> CSc1ccc(Cl)c(C(=O)Nc2ccc(Cl)cn2)c1
→ 8	1	?	7	2	12	2	-3
> CCCNC(=O)Nc1ccc2c(c1)C(=O)N(C)[C@@H]1CC[C@@H](CC(=O)NC)O[C@@H]1CO2
→ /	-1	-1.3	6	73[16.7 µM]	12	13	-2
> Cc1ncc(CO)c(/C=N/NC(=O)c2ccc(O)cc2)c1O
→ 0	1	/	-1	-6	-1	/	/
> CN(C)/C=C1\N=C(c2cccs2)OC1=O
→ /	1	/	1	-3	/	/	2
> C[C@H](CO)N1C[C@H](C)[C@H](CN(C)S(C)(=O)=O)Oc2ncc(C#Cc3ccc(C(F)(F)F)cc3)cc2C1=O
→ 16	0	2.1	12	4[16.7 µM]	-1	24	2
> CNC[C@H]1Oc2ncc(Br)cc2C(=O)N([C@H](C)CO)C[C@@H]1C
→ -10	3	0.3	3	12[16.7 µM]	5	7	-2
> CCc1ccccc1N(C)S(=O)(=O)c1ccc(-c2cc(C)no2)s1
→ 8	-3	8.2*	9	27	-48	-41	-7
> Cn1c(N)c(C(=O)COC(=O)/C=C/c2ccc(F)cc2)c(=O)n(C)c1=O
→ -8	-4	-3.4	/	-1	-14	8	4
> OCCN(CCCn1c(C(F)(F)F)nc2ccccc21)c1nc(CN2CCCCC2)cs1
→ -13	5	-0.8	/	-3	15	1	0
> Cc1nc2ccc(C(=O)N(C)CC3CCCN(CCc4ccc(Cl)cc4)C3)cc2[nH]1 (stereo not drawn)
→ 2	-1	1.0	2	-3	11	-2	1
> O=C1NC(=O)C(Nc2cccc3ccccc23)S1 (stereo not drawn)
→ /	-6	/	-5	-8	/	9	-2
> COc1ccc(C2CCCN2C(=O)Nc2cccc(C(C)=O)c2)cc1OC (stereo not drawn)
→ /	1	/	-1	2	/	8	-2
> CNC(C)C(=O)NC(C(=O)N1CCCC1C(=O)NNc1ccccc1)C(C)C (stereo not drawn)
→ -2	-2	0.2	5	-3	5	36	-2
> O=C(NCc1ccccc1)C(c1ccccc1)N(C(=O)c1csnn1)c1ccccc1 (stereo not drawn)
→ -2	4	0.1	/	/	-15	-8	1
> O=C1C=C(NCc2ccc(Cl)cc2)CC(c2ccco2)C1 (stereo not drawn)
→ 0	-1	/	14	4	/	/	0
> O=C(NCCOCCNC(=O)OCc1ccccc1)OCc1ccccc1
→ -2	-4	-0.1	7	-7	1	8	0
> CCCNC(=O)N1C[C@H](O)COC[C@H]2O[C@@H](CC(=O)NCCCN3CCOCC3)CC[C@@H]21
→ -1	-4	0.8	1	1[16.7 µM]	13	-7	55
> Cc1cc(C(=O)CCC(=O)Nc2ccc(S(N)(=O)=O)cc2)c(C)s1
→ 7	-4	4.1	8	7	28	-4	1
> CC(=O)Nc1cc(Br)ccc1O
→ /	-5	-3.9	-2	-9	4	0	5
> COc1cccc(C=Nc2cc(C)cc(C)c2)c1O
→ 0	9	/	-1	-3	0	-6	4
> CCN1CCN(C(=O)c2cc3c(OC)c(OC)c(OC)cc3[nH]2)CC1
→ 8	3	0.5	-5	3	0	8	0
> COc1ccc(/C=N\NC(=O)CCN2CCN(c3ccccc3)CC2)cc1OC
→ /	-3	/	-1	3	/	-11	2
> CCOc1ccc(CCNC(=O)COC(=O)c2ccc(S(C)(=O)=O)cc2)cc1OCC
→ 0	6	2.2	-25	/	36	6	-3
> Cc1cc(C)n2nc(C(=O)N/N=C/c3ccc(O)cc3)nc2n1
→ /	5	0.4	2	-4	-1	2	-1
> Cc1cccc(C)c1OCc1cc(C(=O)NCC2CCCCC2)no1
→ 5	1	-0.4	-1	4	10	-15	1
> C[C@@H]1CN([C@@H](C)CO)C(=O)c2cc(N(C)C)ccc2O[C@@H](C)CCCCO[C@@H]1CN(C)Cc1ccc(C(F)(F)F)cc1
→ /	0	0.4	-6	-11[16.7 µM]	1	/	-3
> NC(=O)C(c1ccc(Sc2ccccc2)nn1)c1ccc(Cl)cc1Cl (stereo not drawn)
→ /	-4	/	6	-1	-9	20	-1
> O=C1c2ccccc2C2=Nc3ccccc3SC(c3cccc(F)c3)C12 (stereo not drawn)
→ 23	2	/	/	246*	-28	/	5
> Cc1ccccc1CN1N=C(/C=C/c2ccccc2)CCC1=O
→ -3	-2	-2.2	9	6	0	-6	-17
> COc1ccc(-n2nc(C(=O)O)c3ccccc3c2=O)cc1
→ /	-1	/	-5	-4	/	11	-1
> O=C(NCCc1ccccc1)c1cccc2c(-c3ccc(F)c(F)c3)coc12
→ 15	-1	1.7	1	3	3	8	2
> CO[C@H]1CN(C)C(=O)c2cc(NS(=O)(=O)c3ccc(Cl)cc3)ccc2OC[C@H](C)N(C(=O)NC(C)C)C[C@@H]1C
→ 4	/	-1.3	5	-13[16.7 µM]	-3	7	/

Random excerpt: 2 compounds from above.
Under each structure – FN deposition inh	PglD inh	F508del corr	PGC1a acetyl inh	miR122 inh	INS-1E GSIS act	Statin myotox sup	Cneo AK release
> O=C1c2ccccc2C2=Nc3ccccc3SC(c3cccc(F)c3)C12 (stereo not drawn)
→ 23	2	/	/	246*	-28	/	5
> COc1ccc(/C=N\NC(=O)CCN2CCN(c3ccccc3)CC2)cc1OC
→ /	-3	/	-1	3	/	-11	2

Remaining list, next part
Under each structure – FN deposition inh	PglD inh	F508del corr	PGC1a acetyl inh	miR122 inh	INS-1E GSIS act	Statin myotox sup	Cneo AK release
> CO[C@@H]1CN(C)C(=O)c2ccc(NC(=O)Nc3ccc(C(F)(F)F)cc3)cc2OC[C@@H](C)NC[C@@H]1C
→ 11	/	-1.5	-9	/	-14	/	/
> COc1cc(C2C3=C(CCCC3=O)Nc3c2c(C)nn3-c2cccc(C)c2)cc(OC)c1O (stereo not drawn)
→ -5	2	-0.1	-9	-24	-28	/	-1
> COc1cccc(-n2c(Cc3cc(=O)[nH]c(=O)[nH]3)nnc2SCC(=O)N2CCCCC2)c1
→ 12	1	0.5	11	-5	5	1	-1
> C[C@@H]1CN([C@@H](C)CO)C(=O)c2cccc(NC(=O)c3ccc(-c4nccs4)cc3)c2O[C@@H]1CN(C)Cc1ccc(C(F)(F)F)cc1
→ /	0	2.5	-33	-8[16.7 µM]	-12	74*	4
> CCOc1cc(/C=N/NC(=O)C(=O)N2CCCC2)ccc1O
→ 1	/	-1.7	-3	/	-1	1	/
> Cc1cccc(NC(=O)Cn2cnc3sc(C)c(S(=O)(=O)N4CCC(C)CC4)c3c2=O)n1
→ 4	5	/	8	/	/	-9	0
